Mcl1-Bid inh: disrupts binding of human Mcl-1 to Bid peptide. Q07820. TR-FRET Mcl-1/Bid-Dy647 peptide binding, 1536-well. inhibition, % at 21.7 µM. 0.97% of 220,000 active;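 active means compounds that cut the binding signal by more than half at the single screening dose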;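 further: His-tagged Mcl-1 with europium anti-His antibody binding Bid BH3 peptide; 0% = Mcl-1 plus peptide wells and 100% = peptide-only wells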
Mcl1 Noxa PPI: disrupts binding of human Mcl-1 to Noxa peptide; Q07820; TR-FRET Mcl-1/Noxa peptide binding, 2 h; inhibition, % at 21.7 µM; 1.5% of 220,000 active; AID 1022;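 active means compounds that cut the protein-peptide binding signal by more than 50% relative to plate controls in a single-dose test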;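 further: His-tagged Mcl-1 with rhodamine Noxa BH3 peptide and terbium anti-His antibody; 0% = Mcl-1 plus Noxa peptide wells and 100% = peptide-only wells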
Rab7 wt modul: dog Rab7 wildtype GTP binding, inhibitors and activators | 0.055% of 190,000 active | GTP binding activity (percent of control), % at 10 µM | GST-Rab7 beads, fluorescent GTP binding, flow cytometry; actives lie on both sides; untreated = 100%, excess cold GTP = 0%;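 active means fluorescent GTP binding to Rab7 beads changed by at least 20 points from the 100% baseline, either direction, mostly lower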;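 further: median green fluorescence of bound Bodipy-FL-GTP per Rab7 bead population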
Mcl-1 Bim block: inhibitors of Bim-Mcl-1 interaction, human | Q07820 | Bead-based flow cytometry, Bim peptide-Mcl-1 binding | AID 1009 | inhibition, % at 10 µM | 0.1% of 190,000 active; in the data active means inhibition above about 40%;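 further: 0% = no compound tracer wells and 100% = peptide blocker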
Cdc42 wt GTP: modulators (inhibitors or activators) of GTP binding to human Cdc42 wildtype; P60953; GST-Cdc42 beads, Bodipy-GTP binding, flow cytometry; actives lie on both sides; percent activity (GTP binding), % at 10 µM; 0.2% of 190,000 active;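 active means percent activity GTP binding at least 20 points away from the 100% baseline, either down as inhibitor or up as activator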;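 further: median bead fluorescence of bound Bodipy-FL-GTP at 100 nM; 0% = excess unlabeled GTP control and 100% = no compound control; below 100% means less GTP binding so inhibitor and above means activator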
Target sequence (P60953 whole entry, looked up): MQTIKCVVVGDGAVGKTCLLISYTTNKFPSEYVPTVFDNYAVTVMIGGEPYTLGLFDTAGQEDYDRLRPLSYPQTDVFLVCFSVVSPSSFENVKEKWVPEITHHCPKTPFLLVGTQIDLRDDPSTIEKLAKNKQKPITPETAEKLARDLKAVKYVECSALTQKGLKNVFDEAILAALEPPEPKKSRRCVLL
Pf gamet viab: P. falciparum stage V gametocyte viability inhibition | AID 743093 | P. falciparum stage V gametocytes, ATP luminescence, 24 h | 0.065% of 150,000 active | inhibition, % at 10.9 µM;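 active means inhibition above the mean plus 3 SD of compounds within the control limits, set per campaign, cut at about 38% in these data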;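 further: 0% = DMSO wells and 100% = medium only without gametocytes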
HRas wt GTP: modulators of GTP binding to human HRas wildtype | AID 759 | GST-Ras wt beads, Bodipy-FL-GTP binding, flow cytometry; actives lie on both sides | GTP binding activity, % at 10 µM | 0.14% of 190,000 active;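 active means GTP binding activity at least 20% away from the 100% baseline, either lowered as inhibitor or raised as activator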;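 further: 0% = unlabeled GTP competition control and 100% = no-compound control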
Target sequence (P01112 whole entry, looked up): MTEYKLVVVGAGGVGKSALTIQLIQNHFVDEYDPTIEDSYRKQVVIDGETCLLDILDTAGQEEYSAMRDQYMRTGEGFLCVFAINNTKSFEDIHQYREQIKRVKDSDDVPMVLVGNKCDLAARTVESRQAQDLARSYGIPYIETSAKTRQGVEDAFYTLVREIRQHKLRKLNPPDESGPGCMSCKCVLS
Rab2 wt GTP: changes GTP binding to wildtype dog Rab2A, up or down; P61105; GST-Rab2 wt beads, Bodipy-GTP binding, flow cytometry; GTP binding activity, % at 10 µM; 0.19% of 190,000 active; AID 760;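 active means GTP binding activity at least 20 points away from 100%, either lowered or raised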;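 further: 0% = beads with excess unlabeled GTP and 100% = no-compound control corrected for plate trend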
Rac1 mut GTP: alters GTP binding to activated mutant human Rac1; 0.11% of 190,000 active; percent activity (GTP binding), % at 10 µM; GST-Rac1 activated beads, fluorescent GTP binding, flow cytometry; actives lie on both sides; 100% means binding = to untreated wells; P63000;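 active means GTP binding at least 20 percentage points away from the 100% baseline, in either direction, so actives lie on both sides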
Rac1 wt modul: human Rac1 wildtype GTP binding, inhibitors and activators; GST-Rac1 beads, fluorescent GTP binding, flow cytometry; actives lie on both sides; 0 = cold GTP competed, 100 = untreated; P63000; GTP binding activity (% of control), % at 10 µM; 0.27% of 190,000 active;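 active means GTP binding activity at least 20 points away from the 100% control level, either lower or higher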
RGS8-Gao: human RGS8-Galphao interaction regulation. P09471. multiplexed bead flow cytometry, RGS8-Galphao binding; actives lie on both sides. response (percent of control binding), % at 10 µM. 0.34% of 220,000 active; in the data active means response below about 60% or above about 140%; inactive means in between;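 further: Galphao activated as the GDP aluminium fluoride complex binding bead-coupled RGS8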
Target sequence (P09471 whole entry, looked up): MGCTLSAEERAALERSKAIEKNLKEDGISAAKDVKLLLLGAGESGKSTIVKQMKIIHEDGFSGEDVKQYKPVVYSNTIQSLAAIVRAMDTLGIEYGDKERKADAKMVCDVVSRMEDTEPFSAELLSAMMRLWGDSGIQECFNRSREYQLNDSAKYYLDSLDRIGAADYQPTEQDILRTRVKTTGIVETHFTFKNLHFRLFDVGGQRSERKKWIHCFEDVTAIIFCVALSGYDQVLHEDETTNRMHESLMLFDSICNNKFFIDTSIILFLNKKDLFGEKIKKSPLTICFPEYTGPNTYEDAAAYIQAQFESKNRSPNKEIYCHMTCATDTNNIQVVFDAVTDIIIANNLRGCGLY
An asterisk follows results filed as active; nt = not tested or not shown.

SMILES	Mcl1-Bid inh	Mcl1 Noxa PPI	Rab7 wt modul	Mcl-1 Bim block	Cdc42 wt GTP	Pf gamet viab	HRas wt GTP	Rab2 wt GTP	Rac1 mut GTP	Rac1 wt modul	RGS8-Gao
C/C(=N\NC(=O)CN(c1ccc(C)cc1)S(C)(=O)=O)c1cccs1	-28	9	100	3	101	nt	101	96	100	105	103
O=C(CCc1nc2ccccc2c(=O)[nH]1)N1CCN(c2ccc(F)cc2)CC1	-54	18	95	2	99	11	98	99	96	95	101
CSc1nnc(-c2ccc([N+](=O)[O-])cc2)o1	-4	7	104	0	107	-19	104	105	102	103	102
COc1ccccc1N=c1scc(-c2ccc3c(c2)NC(=O)CO3)n1CC1CCCO1 (stereo not given)	-18	-2	103	-1	105	nt	104	106	101	111	101
CC(Sc1cnc2ccccc2n1)C(=O)O (stereo not given)	-24	6	97	-1	95	nt	96	96	98	98	100
O=C(COc1c(F)c(F)cc(F)c1F)NC(=O)NC1CCCC1	-9	3	99	0	100	8	101	99	99	100	102
O=C(CN1CCCc2ccccc21)NCCc1ccc(F)cc1	-5	3	92	0	96	-13	96	98	94	97	97
Cc1ccc(S(=O)(=O)NCC(=O)N(CC(=O)NCC2CCCO2)Cc2ccco2)cc1 (stereo not given)	-9	6	105	0	100	-22	99	99	96	98	104
Cc1cc(C)c(NC(=O)C2c3ccccc3Oc3ccccc32)c(C)c1	-8	-11	100	-3	100	29	101	102	102	105	103
Cc1ccc(SCCC(=O)OCC(=O)Nc2ncc(Cl)cc2Cl)cc1	3	21	95	-3	95	nt	97	94	93	96	97
O=C(NCc1cccnc1)c1cc2ccccc2oc1=O	5	-6	98	0	97	nt	101	96	93	104	97
COc1ccc(-c2csc3nc(C)nc(N4CCC(C)CC4)c23)cc1OC	-20	2	105	0	97	16	101	103	94	99	101
COc1ccc(N(CC(=O)Nc2cc(C)ccc2C)S(=O)(=O)c2ccccc2[N+](=O)[O-])c(OC)c1	-20	16	103	2	93	-12	96	97	92	93	97
COc1ccc(CCNC(=O)c2cc(CC(C)C)on2)cc1OC	-20	10	105	0	108	nt	106	105	102	110	105
c1ccc2sc(Sc3ncnc4sccc34)nc2c1	-20	-26	99	-8	101	-4	101	98	103	105	94
Cc1ccc2[nH]cc(C(=O)CN3CCN(c4ccccc4F)CC3)c2c1	-16	-2	97	-4	99	nt	97	99	97	96	104
Cc1c(/C=N\NC(=O)C2(C)CC2(Cl)Cl)cnn1C (stereo not given)	-4	14	99	0	103	-8	99	99	100	105	104
COc1cc(/C=N/NC(N)=O)ccc1OC(=O)c1cccs1	-17	-1	93	0	96	0	97	96	97	102	93
CCc1ccc(NC(=O)N(Cc2ccco2)C(C)c2cccs2)cc1 (stereo not given)	-22	-5	93	-2	95	nt	93	95	92	94	100
Cc1cccc(-c2n[nH]c(=S)n2-c2ccccc2)c1[N+](=O)[O-]	-29	10	96	-7	95	nt	100	99	100	100	99
O=C(CN1CCN(c2ccc(O)cc2)CC1)Nc1cc(S(=O)(=O)N2CCOCC2)ccc1Cl	-50	50	97	-2	96	8	94	93	97	95	98
COC(=O)C1CCN(C(=O)CSc2ccccc2)CC1	-21	4	101	-1	105	nt	101	97	100	107	97
O=C1c2ccccc2C(=O)N1Nc1ccccc1	-21	2	95	-1	96	-38	97	94	95	97	101
NC(=O)C1=C[C@H](c2coc3ccccc3c2=O)C[C@H](OCCCCO)O1	-2	1	98	-1	98	-3	96	96	95	99	100
COc1ccc(CCNC(=O)COC(=O)c2ccco2)cc1OC	-31	-8	102	-2	107	nt	105	104	102	108	103
O=C(N/N=C/c1ccc(Sc2ccccn2)o1)c1cc2ccccc2cc1O	-42	14	101	-1	100	nt	98	100	97	99	107
COc1ccc(NC(=O)CCc2ccccc2)cc1NC(=O)c1ccco1	-3	7	99	-5	101	8	100	101	102	105	99
Cc1nn(C)c(C)c1CN(C)S(=O)(=O)c1ccc2ccccc2c1	-5	2	100	-6	101	nt	102	101	100	104	101
CCOc1nc(Nc2ccc([N+](=O)[O-])cc2)nc(NC(C)(C)C)n1	-6	14	96	-2	100	7	98	97	96	101	101
Cc1cc(C(=O)N/N=C2\CC(=O)c3ccccc32)c(C)n1-c1ccccc1	-32	13	97	-2	96	8	94	95	97	96	102
Cc1cccc(NC(=O)C(=O)N/N=C/c2ccncc2)c1	-26	22	99	0	97	nt	99	98	96	98	103
c1cn2cc(CSC3CCCCC3)nc2s1	-33	-2	101	-2	101	nt	102	100	99	101	97
O=C1c2cnc3nc(SCc4cccc(Cl)c4)nn3c2CC2c3ccccc3CCN12 (stereo not given)	-15	-5	102	-6	100	nt	103	98	98	104	103
CCN(CC)c1nc(C)c(C(=S)Nc2cc([N+](=O)[O-])ccc2Cl)s1	-6	5	98	-1	98	4	98	97	97	98	98
CCC(c1nnnn1Cc1ccc(F)cc1)N1CCN(C2CCCCC2)CC1 (stereo not given)	-7	13	94	0	101	25	101	105	96	101	99
O=C(NCCN1CCOCC1)/C(=C\c1ccc(Br)cc1)NC(=O)c1cccs1	-33	7	98	0	102	-6	103	104	102	105	108
S=C(NCCc1c[nH]c2ccccc12)NC1CCCC1	-33	2	98	-3	99	-11	97	97	97	100	101
COc1ccc(-c2nc(Cn3c(SCc4cccc(F)c4)nc4ccncc43)c(C)o2)cc1OC	-10	19	100	0	100	nt	99	98	96	98	102
Cc1ccc(-c2nc(C#N)c(NCc3ccco3)o2)cc1	-14	22	102	0	106	6	102	103	100	105	104
CCCCN=C1NN=C(c2cc3ccccc3o2)CS1	-45	70*	100	-1	101	11	101	100	101	106	95
COc1cc(S(=O)(=O)Nc2cccc(C)c2)ccc1NC(=O)c1ccncc1	95*	12	102	-4	103	nt	100	99	99	104	91
CCn1ncc(NC(=O)Nc2cccc(C(F)(F)F)c2)c1C(N)=O	-23	5	105	-1	105	nt	103	101	99	110	105
O=C(CN1CCCCCC1)N/N=C/c1ccc(Cl)c(Cl)c1	25	33	102	-3	105	-14	102	102	102	107	102
CCn1c(O)c(/C=C2\C=NN=C2c2ccc(C)cc2)sc1=S	-6	11	106	-1	98	-12	102	101	100	103	100
COc1ccc(N(C(C)C(=O)N/N=C/c2cc(Br)c(C)o2)S(C)(=O)=O)cc1 (stereo not given)	-29	3	109	-2	96	7	99	101	97	98	103
CS(=O)(=O)N1CCC(Oc2ccccc2C(=O)NC(C2CC2)C2CC2)CC1	-13	0	103	3	97	0	98	97	97	98	105
S=C(NCc1ccc2c(c1)OCO2)NCc1ccc2c(c1)OCO2	-6	10	97	11	96	-6	99	99	99	101	105
CCN(c1ccccc1)S(=O)(=O)c1ccc(Cl)c(NC(=O)COC(=O)c2cccc(OC)c2O)c1	11	11	96	-1	99	0	98	98	98	100	97
O=C1c2ccccc2C(=O)C1c1ccc2ccccc2n1	46	35	97	-1	99	-10	100	100	99	105	103
O=C(CCCCCn1c(=O)[nH]c2ccsc2c1=O)N1CCCCC1	11	-9	100	-7	105	nt	101	99	101	105	100
Cc1ccc(NC(=O)C(=S)NCc2ccco2)cc1	-16	2	104	-1	103	-2	103	102	102	106	104
CCOc1ccc(/C=N/NC(N)=S)cc1	-59	16	98	-4	102	nt	100	100	98	104	102
COc1ccccc1CN1C(=O)[C@@H]2C(CCC(N)=O)NC3(C(=O)Nc4c3ccc(Cl)c4C)[C@@H]2C1=O (stereo not given in full)	12	9	100	-5	96	19	97	95	96	98	107
O=C(CSc1ccc([N+](=O)[O-])cc1)NCC1CCCCC1	-22	2	101	0	92	nt	96	95	92	92	100
COc1ccc(C(=O)C2CCCN(C(=O)c3cccnc3SC)C2)c(C)c1 (stereo not given)	-10	8	95	0	92	nt	95	95	93	93	94
C=C(C)c1cccc(C(C)(C)NC(=O)NCCN(CC)CC)c1	-31	-1	105	0	94	1	96	99	94	92	100
COc1ccc(N2CCCn3c2nc2c3c(=O)n(Cc3ccc(C)cc3)c(=O)n2C)c(OC)c1	-19	-8	102	-4	96	-3	96	98	96	97	98
CCC(C)(C(=O)NC1CCCCC1)N(Cc1ccco1)C(=O)CNC(=O)c1ccccc1 (stereo not given)	-25	12	97	-6	98	15	99	100	100	103	89
COc1ccc(/C=C/C(=O)c2ccc(OC)cc2OC)c(OC)c1	0	2	104	-3	95	nt	98	98	96	96	103
COC(=O)c1nc2nc(C)cc(C(F)(F)F)n2n1	-14	-7	105	27	104	-34	103	105	101	104	101

Bioassay records from PubChem.
